BaF3 tox – parental Ba/F3 viability inhibition as JAK2V617F counter-screen | 220,000 tested, 1.1% active | inhibition, % at 5.6 µM | CellTiter-Glo ATP luminescence;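 active = inhibition above a per-campaign cutoff, the mean inhibition of all tested compounds plus 3 SD, cut at about 27% in these data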;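 also: 0% = DMSO wells and 100% = JAK Inhibitor I control wells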
NPY2 pot ag – human NPY-Y2 potentiation or agonism, primary screen | P49146 | cells expressing NPY-Y2, potentiator/agonist read-out | activation, % at 3.6 µM | 220,000 tested, 0.45% active; in the data active = activation above about 27%;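 also: cells stimulated with NPY near EC25 plus isoproterenol at EC100; 0% = vehicle plus submaximal agonist and 100% = vehicle plus saturating agonist; some results beyond the cut were filed as inactive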
S1P4 antag – human S1P4 receptor antagonism; O95977; S1P4-expressing cells, antagonist mode, reporter read-out; inhibition, % at 4.98 µM; 220,000 tested, 0.26% active; AID 1510; in the data active = inhibition above about 29%;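 also: 0% = wells stimulated with agonist and 100% = vehicle wells without agonist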
Wee1 stabilizer – inhibitors of human Wee1 degradation | AID 1321 | reporter increase, % at 5 µM | 220,000 tested, 1.2% active | P30291 | HeLa Luc-Wee1K328M stability, luciferase luminescence; 100% = proteasome inhibitor MG132 effect;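 active = activation above the mean of all tested compounds plus 3 SD, set per screening run, cut at about 8.8% in these data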;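 also: cells exposed to compound for 20 h before luminescence read; 0% = DMSO alone and 100% = MG132 at 30 µM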
Mdm2 ligase inh – blocks human Mdm2 ubiquitin ligase activity. 210,000 tested, 0.11% active. AID 1230. signal enhancement, % at 5 µM. cell-based MDM2 ubiquitination luciferase reporter, 2 h; 0 = plate control, 100 = twice control, blank-subtracted. Q00987;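 active = signal enhancement of 30% or more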;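 also: luminescence tracks abundance of the self-degrading MDM2-luciferase fusion protein; higher signal means inhibition of MDM2 E3 ligase activity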
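System: stable MDM2–luciferase fusion reporter cells / Input: 2000 cells seeded into each well / Schedule: 4 h settle plus 2 h compound, 37 °C / Compound: single-point 5 µM / Buffer or medium: cells held in DMEM / Benchmarks: control and blank well means / Evaluation: percent signal gain over controls, blank-subtracted / Measured by: luciferase luminescence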
PERK inh – blocks human PERK kinase | Q9NZJ5 | CHO PERK-DD fusion, SEAP luminescence translation reporter | inhibition, % at 5.6 µM | 220,000 tested, 0.17% active | AID 1416;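 active = inhibition above the mean inhibition of all tested compounds plus 3 SD, set separately per screening campaign, cut at about 2.9% in these data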;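 also: PERK kinase domain activated by AP20187 dimerizer at 100 nM; 0% = DMSO with dimerizer and 100% = rapamycin at 8.4 µM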
Target sequence (Q9NZJ5 whole entry, looked up, the tested form may be a part): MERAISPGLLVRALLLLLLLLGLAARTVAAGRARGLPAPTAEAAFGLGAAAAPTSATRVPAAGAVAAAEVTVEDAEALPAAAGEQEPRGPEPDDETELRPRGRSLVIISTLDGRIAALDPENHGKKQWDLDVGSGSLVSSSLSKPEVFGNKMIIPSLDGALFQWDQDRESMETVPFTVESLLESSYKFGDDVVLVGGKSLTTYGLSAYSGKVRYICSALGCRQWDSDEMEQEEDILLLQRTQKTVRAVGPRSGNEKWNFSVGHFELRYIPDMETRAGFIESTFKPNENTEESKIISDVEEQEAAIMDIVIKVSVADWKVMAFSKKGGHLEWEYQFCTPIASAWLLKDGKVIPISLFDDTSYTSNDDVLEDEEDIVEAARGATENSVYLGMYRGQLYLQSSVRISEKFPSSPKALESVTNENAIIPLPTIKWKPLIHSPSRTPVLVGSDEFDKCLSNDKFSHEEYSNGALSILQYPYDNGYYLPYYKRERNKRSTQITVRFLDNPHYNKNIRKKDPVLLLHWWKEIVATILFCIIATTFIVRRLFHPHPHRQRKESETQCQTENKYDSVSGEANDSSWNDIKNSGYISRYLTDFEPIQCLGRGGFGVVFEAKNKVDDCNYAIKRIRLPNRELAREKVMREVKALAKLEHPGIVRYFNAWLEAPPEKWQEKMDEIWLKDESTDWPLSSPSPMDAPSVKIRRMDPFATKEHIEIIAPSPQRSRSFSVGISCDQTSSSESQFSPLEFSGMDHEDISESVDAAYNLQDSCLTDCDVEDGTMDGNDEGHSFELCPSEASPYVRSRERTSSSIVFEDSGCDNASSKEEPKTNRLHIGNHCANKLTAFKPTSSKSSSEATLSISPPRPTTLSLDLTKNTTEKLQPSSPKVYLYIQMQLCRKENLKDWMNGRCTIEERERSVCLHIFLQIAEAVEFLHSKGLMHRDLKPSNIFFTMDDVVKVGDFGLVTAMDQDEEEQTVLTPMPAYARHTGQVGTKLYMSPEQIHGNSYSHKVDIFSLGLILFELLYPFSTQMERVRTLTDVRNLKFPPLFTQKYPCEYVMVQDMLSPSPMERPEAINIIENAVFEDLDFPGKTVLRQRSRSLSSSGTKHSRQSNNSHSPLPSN
eIF4E 4G PPI – eIF4E/eIF4G interaction inhibition in translation initiation. TR-FRET eIF4E-eIF4GI(517-606) binding, 2 h. inhibition, % at 21.7 µM. 220,000 tested, 0.37% active;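 active = inhibition above about 30%, limit read from the data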;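 also: 0% = full FRET control wells and 100% = background wells lacking eIF4GI fragment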
S1P4 agonist – human S1P4 receptor agonism; O95977; S1P4-expressing cell line, agonist reporter assay; activation, % at 4.98 µM; 220,000 tested, 0.35% active; AID 1509; in the data active = activation above about 11%;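 also: 0% = DMSO vehicle and 100% = reference agonist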
Ba/F3 V617F tox – reduce viability of Ba/F3 cells dependent on JAK2V617F | inhibition, % at 5.6 µM | Ba/F3 EpoR-JAK2V617F viability, ATP luminescence | AID 1446 | 220,000 tested, 1.1% active;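 active = inhibition above the campaign mean plus 3 SD over all tested compounds, cut at about 24% in these data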;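 also: cytokine-independent growth of Ba/F3 cells driven by EpoR plus mutant JAK2; 0% = DMSO-treated cells and 100% = JAK inhibitor I control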
The depositor's hits bear a star; / = not tested or not shown; & = joins results of further samples; [ ] = another dose, or the depositor's remark. Rows are unselected; overall some 4.1% were active at least once.

entry	SMILES	BaF3 tox	NPY2 pot ag	S1P4 antag	Wee1 stabilizer	Mdm2 ligase inh	PERK inh	eIF4E 4G PPI	S1P4 agonist	Ba/F3 V617F tox
1	CCn1nc(C)c(NC(=O)c2cnn3c(C(F)F)cc(-c4ccccc4)nc23)c1C	12	-6	1	-3	2	0.4	-2	3.4	3
2	C[C@]12CC[C@@H]3c4ccc(O)cc4C(=O)C[C@H]3[C@@H]1CC[C@@H]2O	-6	-15	-3	-3	/	2.2	3	-1.4	-2
3	CN(C)C(=N)c1n[nH]nc1SCc1ccccc1	2	-9	0	-2	-3	0.6	-7	1.9	4
4	COc1ccc(-n2nc(C(=O)NCC(=O)N3CCN(c4ccccn4)CC3)c3ccccc3c2=O)cc1	1	10	9	-2	-13	-0.8	-2	0.7	-1
5	Cc1cc(C(=O)N(CCC#N)Cc2cccs2)no1	-1	-2	3	-1	-5	2.1	-1	-1.0	-4
6	O=C(NCC(=O)N(Cc1ccccc1)C(C(=O)NC1CCCC1)c1ccncc1)c1ccco1 (centres undefined)	4	3	-6	2	7	0.8	-3[fluorescence artefact?]	0.3	0
7	Cc1onc(-c2ccc(Cl)cc2)c1-c1ccnn1S(=O)(=O)c1cccc(C(F)(F)F)c1	0	-2	9	1	-8	0.4	1	-0.1	-5
8	CCOc1ccc(/C=C(\C#N)C(=O)Nc2cccnc2)cc1	7	-2	-21	2	-19	0.9	0[fluorescence artefact?]	0.7	-2
9	O=C(COC(=O)c1ccccc1O)NCCCc1ccccc1	3	-44	2	3	/	0.5	4	-0.4	-1
10	COc1ccccc1C(=O)N/C(=C/c1cccc([N+](=O)[O-])c1)C(=O)Nc1cccc(C(=O)O)c1	1	-3	-13	-2	-2	0.5	-4	-1.4	3
11	COC(=O)C1CCN(C(=O)CSc2nnc(-c3ccncc3)o2)CC1	5	-1	-2	-1	5	0.9	3[fluorescence artefact?]	1.8	3
12	CCCCCc1ccc(OCCCC[n+]2ccc(C)cc2)c(CCCCC)c1	103*	-18	3	-1	-8	0.5	0	1.2	102*
13	O=c1[nH]nc(-c2ccc(F)cc2)cc1Cc1ccccc1	0	-17	-3	-3	7	1.6	-3	0.0	0
14	O=C(CN(CCc1ccccc1)S(=O)(=O)c1ccc(Br)cc1)N/N=C/c1ccccc1C(=O)O	1	2	-5	1	3	1.0	-7	0.4	0
15	COC(=O)c1sccc1NC(=O)CN(C)NS(=O)(=O)c1ccc(Cl)cc1	13	-14	-9	-2	-8	0.1	-3	-0.5	1
16	COc1nc(-c2ccccc2)cc(-c2ccc3c(c2)OCO3)c1C#N	-1	-17	2	5	-15	0.7	6	2.1	3
17	Cc1nc2ccccc2n1/N=C/c1ccc([N+](=O)[O-])o1	10	-5	-8	-1	/	0.6	/	0.2	5
18	CCC1CCCCN1C(=O)CSc1nc(C)cc(C)n1 (centres undefined)	1	3	-6	3	-18	-0.2	-1	0.3	-1
19	COc1ccc(CCNS(=O)(=O)c2ccc3oc(C(=O)O)c(C)c3c2)cc1OC	-1	2	4	0	-9	0.5	1	-0.7	-3
20	CCOC(=O)Cn1c(C)c(Br)c(COC)c(C#N)c1=O	-3	15	-18	-2	-4	-0.5	3	0.5	-6
21	COc1ccc(CC(=O)NCCC2=CCCCC2)cc1	0	4	-11	1	-16	1.8	1	-1.1	-4
22	CCc1ccc(CN(C)Cc2nc(Cc3cccc(C(F)(F)F)c3)no2)nc1	-3	-2	-2	-2	-1	0.8	9	-1.6	-2
23	CCOc1ccccc1N(C(C)=O)S(=O)(=O)c1ccc(Cl)cc1	7	1	-23	-1	3	1.1	-5	-0.2	1
24	O=C(NCCCNCCCNC(=O)c1ccc(/C=N/O)nc1)c1ccc(/C=N/O)nc1	1	-13	10	2	-4	0.8	5	0.6	-4
25	CCOC(=O)CC1C(=O)NCCN1c1nc2ccc(C)cn2c(=O)c1/C=C1\SC(=S)N(C(C)CC)C1=O (centres undefined)	0	11	-9	-1	-21	0.9	5	0.1	0
26	CC(=O)N(CN1C(=O)C2C3C=CC(C3)C2C1=O)c1cccc(Cl)c1 (centres undefined)	4	5	2	-4	3	0.2	-2	1.0	2
27	Cc1ccc(S(=O)(=O)Nc2cc(=O)[nH]c(SCc3ccccc3Cl)n2)cc1	0	-6	-23	-2	-5	0.3	-2	4.3	4
28	COc1ccc(-c2cc(C(F)(F)F)n3ncc(C(=O)Nc4c(C)n(C)n(-c5ccccc5)c4=O)c3n2)cc1	4	-11	-12	-2	-11	0.8	-2	1.7	-4
29	O=C(c1ccccc1)N1CCN(C(=O)c2ccc(OC(F)(F)F)cc2)CC1	9	-20	-4	0	-14	0.4	-7[fluorescence artefact?]	1.1	7
30	C=CCOc1ccc(C2C(C(=O)c3ccco3)=C(O)C(=O)N2c2nnc(C)s2)cc1 (centres undefined)	2	-8	-3	2	-11	-0.1	-1	2.2	-1
31	COc1ccc(C(=O)N/N=C2\CCS(=O)(=O)c3ccc(F)cc32)cc1OC	-4	-25	-4	1	/	0.2	-1	1.2	-4
32	CCc1nnc(NC(=O)CSc2ncnc3c2oc2ccccc23)s1	4	-1	6	-2	-7	1.0	-11[fluorescence artefact?]	0.0	-2
33	Cc1ccc(NCc2nnc(SCC(=O)c3ccc4c(c3)OCCO4)o2)c(C)c1	1	-12	-5	-2	-14	0.7	3[fluorescence artefact?]	1.4	6
34	CN(C)C(=S)NCc1ccccc1	5	7	-8	-2	3	0.6	-2	-3.6	0
35	CCc1ccccc1-n1nnnc1-c1cnccc1C(F)(F)F	2	16	-3	1	-14	0.3	3	2.6	-2
36	CN(C)S(=O)(=O)N1CCN(C(=O)N2CCOCC2)CC1	-1	-5	-9	-1	-6	2.1	-10	0.4	1
37	Nc1nonc1C(=O)NCCNCc1ccccc1OCc1ccc(F)cc1	6	-36	-12	-3	-1	-1.0	1[fluorescence artefact?]	1.1	6
38	Cc1ccc(OCC(=O)NCCc2c[nH]c3ccccc23)cc1	4	-4	-6	-5	9	-1.1	-3	0.5	-1
39	O=C1c2ccccc2C(=O)C1c1ccccn1	1	12	-10	7	-29	-0.4	0	-0.4	-3
40	Fc1ccc(C2c3[nH]c4ccccc4c3CCN2Cc2ccoc2)cc1 (centres undefined)	1	11	9	0	-20	1.9	2	-0.8	-1
41	CC1(C)CC(=O)C2=C(C1)OC(N)=C(C#N)C2c1cn(-c2ccccc2)nc1-c1ccccc1 (centres undefined)	1	8	-17	-3	-6	-0.2	0	-1.0	-4
42	O=C(NNC(=S)NC(=O)c1ccco1)c1ccc(NC(=O)c2ccccc2)cc1	4	6	9	5	-7	0.5	-4	-0.3	3
43	CCOP(=O)(OCC)c1nc(Cc2ccccc2)oc1NCc1ccccc1	-2	10	-7	0	-1	0.3	0	-0.6	-1
44	CCOC(=O)CCCCNC(=O)Nc1ccccc1	5	9	8	-3	0	-0.2	2	1.4	0
45	O=C(CSc1nc(-c2ccco2)cc(C(F)(F)F)n1)Nc1ccc2c(c1)OCO2	0	-5	5	2	/	0.0	-2	-0.7	-3
46	CSC1=NSC2=NC(=O)/C(=C\c3coc4ccccc4c3=O)C(=N)N12	3	6	0	4	2	1.3	26	2.3	0
47	N#CCCN(Cc1ccccc1)C(=O)Nc1ccc2c(c1)CCO2	6	-3	-4	-1	-1	0.6	-4	0.5	3
48	C=CCOc1ccc(/C=N/NC(=O)C(=O)Nc2ccccn2)cc1OC	2	-4	-20	-1	1	0.0	25	-2.1	-4
49	O=C(O)Cc1csc(-c2cccc(Oc3ccccc3)c2)n1	0&3	-14&-33	-2&6	-3&3	-10&-7	0.4&0.6	0&-3	0.1&-0.5	-2&-2
50	Cc1ccc(NC(=O)CSc2nnc(C)c(=O)n2N)cc1	7	-2	-18	-1	3	0.2	-1	7.2	-1
51	CC(C)c1[nH]nc2c1C(c1cccc(OC(=O)N3CCOCC3)c1)C(C#N)=C(N)O2 (centres undefined)	5	0	-5	-2	-11	-0.3	-8	-1.0	4
52	COc1ccc(-n2cnnc2SC(C)C(=O)Nc2cccc([N+](=O)[O-])c2)cc1 (centres undefined)	6	-9	-17	4	-10	0.2	4	4.3	1
53	CCN(Cc1ccccc1)S(=O)(=O)c1ccc(OC)c2ncccc12	-2	-5	-9	-1	-18	-0.7	1	0.6	-4
54	O=C(N[C@@H](Cc1c[nH]c2ccccc12)C(=O)O)c1ccccc1Cl	2	-25	-28	-4	-14	-1.0	-1	-2.8	3
55	CCN1C(=O)C(Cc2nc3ccccc3c(=O)n2-c2ccccc2)c2ccccc21 (centres undefined)	2	-7	8	-1	-11	-0.8	2[fluorescence artefact?]	-1.3	-2
56	CCc1ccc(NC(=O)CSc2nc3cc(C(=O)OC)ccc3c(=O)n2CC2CCCO2)cc1 (centres undefined)	0	-5	6	-3	-23	0.2	-2	2.7	-3

(more compounds)
entry	SMILES	BaF3 tox	NPY2 pot ag	S1P4 antag	Wee1 stabilizer	Mdm2 ligase inh	PERK inh	eIF4E 4G PPI	S1P4 agonist	Ba/F3 V617F tox
57	COc1cccc(OC)c1C(=O)OCC(=O)Nc1cccnc1Cl	9	13	-16	-3	-6	1.1	0	2.3	2
58	CCCCOc1ccc(-c2nc(SCC(N)=O)n[nH]2)cc1	3	4	-10	0	2	0.7	-1[fluorescence artefact?]	-0.5	-4
59	Cc1ccc(CNC(=O)CCc2ccc(S(=O)(=O)NCC(C)C)cc2)cc1	5	10	0	1	/	1.3	2	1.2	-1
60	CCN(CC)S(=O)(=O)c1ccc(-c2nnc(SCC(=O)Nc3nnc(C)s3)n2CC)cc1	4	4	-6	0	-7	1.8	-1[fluorescence artefact?]	1.5	0
61	CC(=O)Nc1ccc(OC(=O)c2cccnc2)cc1	3	-3	-4	-2	-18	1.0	3	-0.6	-1
